Screening data (PubChem)
esBAF inh – SWI/SNF esBAF complex inhibition; mouse ES cells, Bmi1-luciferase knock-in reporter, 24 h; 100% = twice the neutral-well signal; reporter increase, % at 12.5 µM; 2% of 350,000 active; AID 602393; in the data active = activation above about 40%;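 note: 0% = median of the plate's neutral control wells and 100% = double that signal; a rise in the Bmi1 reporter signal indicates esBAF inhibition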
ARNT-TACC3 inh – ARNT/TACC3 interaction disruption. AlphaScreen His-ARNT PAS-B/GST-TACC3 binding, luminescence; TACC3 fragment carries E629A point mutation. 0.66% of 390,000 active. inhibition, % at 9.99 µM. Q9Y6A5. AID 623870;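 active = mean inhibition of replicates at least 50% and at least half of replicates each reaching 50%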;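 note: 0% = complete ARNT plus TACC3 wells and 100% = ARNT alone without TACC3; many hits fall short of the cut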
Casp6 inh – caspase-6 (human) enzyme inhibition. purified caspase-6, Z-VEID-R110 cleavage fluorescence. inhibition, % at 12.5 µM. 0.53% of 350,000 active. AID 686996;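 active = mean inhibition across replicates at least about 35%, with every replicate also reaching that limit, limit read from the data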;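 note: 0% = median of neutral control wells and 100% = no fluorescence left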
Target sequence (P55212 24-179 limits assumed): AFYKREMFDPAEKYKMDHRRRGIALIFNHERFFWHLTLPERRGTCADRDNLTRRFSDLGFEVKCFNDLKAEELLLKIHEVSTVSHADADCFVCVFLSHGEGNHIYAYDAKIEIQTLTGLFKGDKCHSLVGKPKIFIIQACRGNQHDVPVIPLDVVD
Target sequence (P55212 194-293 limits assumed): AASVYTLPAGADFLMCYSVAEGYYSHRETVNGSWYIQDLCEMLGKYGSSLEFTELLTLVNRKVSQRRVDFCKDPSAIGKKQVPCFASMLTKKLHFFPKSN
E-sel inducer – induces E-selectin expression in human endothelial cells; 0.37% of 260,000 active; P16581; HUVEC E-selectin immunofluorescence imaging; normalized: neutral wells 0, TNF-alpha wells 100; AID 686992; activation, % at 7.58 µM;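 active = mean E-selectin-positive cell signal at least 10% of the positive control, reached in at least 60% of replicates, without over 20% cell loss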;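 note: in these data hits start at about 27%; measured in HUVEC primary endothelial cells; signal is the percent of cells scored E-selectin positive by PE staining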
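material = human umbilical vein endothelial cells (HUVEC), E-selectin induction | quantity = 3,000 cells/well | medium = EGM-2 growth medium on 0.1% gelatin-coated wells | technique = immunofluorescence imaging | read-out basis = % PE-positive cells | control set = TNF-alpha positive control, DMSO neutral control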
ERp5 block – blocks human ERp5 reductase activity on insulin; Q15084; ERp5 insulin aggregation, absorbance 650 nm, 90 min; inhibition, % at 9.99 µM; 0.05% of 350,000 active;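 active = mean replicate inhibition above about 25%, with every replicate also reaching it, limit read from the data, passing the limit was not always enough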
Target sequence (Q15084 whole entry, looked up): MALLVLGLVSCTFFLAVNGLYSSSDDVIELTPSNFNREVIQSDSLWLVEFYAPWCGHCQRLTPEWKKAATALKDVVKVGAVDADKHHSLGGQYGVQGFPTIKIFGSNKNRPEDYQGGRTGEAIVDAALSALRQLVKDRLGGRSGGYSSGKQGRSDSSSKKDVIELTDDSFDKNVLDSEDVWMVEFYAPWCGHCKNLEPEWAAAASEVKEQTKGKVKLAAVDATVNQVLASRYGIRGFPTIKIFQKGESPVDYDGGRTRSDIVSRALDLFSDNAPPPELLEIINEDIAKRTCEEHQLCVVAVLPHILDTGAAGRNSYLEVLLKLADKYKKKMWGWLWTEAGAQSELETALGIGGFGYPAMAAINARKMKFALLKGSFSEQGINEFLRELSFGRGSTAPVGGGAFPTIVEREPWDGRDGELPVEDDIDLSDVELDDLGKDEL
RAD52 anneal inh – inhibitors of human RAD52 DNA annealing; AID 651710; 0.46% of 360,000 active; inhibition, % at 18.7 µM; P43351; recombinant RAD52 DNA annealing, FRET fluorescence;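 active = every replicate showing at least 50% inhibition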
PglD DTNB – inhibitors of Campylobacter jejuni PglD acetyltransferase | purified PglD enzyme, DTNB colorimetric CoA detection | inhibition, % at 12.5 µM | 0.098% of 360,000 active; in the data active = inhibition above about 16%, passing the limit was not always enough; note: strong numbers were not always called active
RAD54 inh – blocks human RAD54 Holliday junction branch migration; Q92698; FAM/BHQ fluorescence; inhibition, % at 10.4 µM; 0.14% of 360,000 active; AID 602329;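 active = mean normalized replicate activity at least 40 and at least half of replicates scoring 40 or more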;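 note: 0% = median of neutral control wells and 100% = median of positive control wells; inhibitors cause a drop in the FAM fluorescence signal; in these data hits start at about 50%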
Numbers without * were called inactive; nt = no result given; & = joins results of further samples.

SMILES	esBAF inh	ARNT-TACC3 inh	Casp6 inh	E-sel inducer	ERp5 block	RAD52 anneal inh	PglD DTNB	RAD54 inh
CC1CCCCN1c1cc(C#N)c(C#N)cc1[N+](=O)[O-] (centres undefined)	-1.5	0.2	nt	nt	nt	nt	-3.0	-4.8
COC(=O)C[C@H]1C=C[C@H](NS(=O)(=O)c2cn(C)cn2)[C@@H](CO)O1	nt	nt	5.2	7.2	-4.2	-12.5	nt	nt
COCC#Cc1ccc2c(c1)O[C@H](CN(C)Cc1ccccc1)[C@@H](C)CN([C@H](C)CO)S2(=O)=O	-8.5	2.9	4.1	0.0	3.7	0.1	2.8	7.1
O=C1CC(c2ccc(Cl)cc2)SC(N(c2ccccc2)c2ccccc2)=N1 (centres undefined)	nt	-5.8	0.7	-0.1	2.8	-7.8	nt	nt
CCCCOCCCNC(=O)C[C@@H]1C[C@@]2(C(=O)OCC)CCC=C2N(Cc2ccccc2)C1=O	nt	nt	32.8	0.0	-6.8	-16.4	nt	nt
O=[N+]([O-])c1ccccc1N/N=C/c1ccc2c(c1)OCO2	-14.4	-7.3	0.0	nt	-6.5	-11.1	-0.7	-0.3
N/C(=N\N=C\c1ccc([N+](=O)[O-])cc1)c1nonc1N	nt	-3.7	0.6	nt	-2.8	2.1	1.5	-8.6
Cc1cc(C)nc(NC(=O)c2cc([N+](=O)[O-])cc([N+](=O)[O-])c2)n1	nt	8.2	2.1	0.0	-1.3	-0.4	nt	nt
C[C@@H]1CN([C@H](C)CO)C(=O)c2cc(C#Cc3ccccc3F)cnc2O[C@@H]1CN(C)S(=O)(=O)c1ccccc1	3.0	-3.7	0.8	0.0	-1.2	-0.3	-3.5	2.2
Cc1cc(C)c2c(=O)n(CC(=O)NCCCN3CCOCC3)sc2n1	-3.4	6.2	nt	nt	nt	nt	4.2	-6.9
O=C(Cn1c(=O)n(CCCCC(=O)NC2CCCC2)c(=O)c2ccccc21)NCCC1=CCCCC1	3.7	-0.8	nt	nt	nt	nt	-1.3	0.4
O=C(NC(c1ccccc1)c1ccsc1)C1CCN(Cc2ccccc2)CC1 (centres undefined)	3.1	nt	0.1	0.3	5.1	-25.6	-2.0	1.2
CCOCCc1nnc(NC(=O)CS(=O)(=O)c2ccc(C)cc2)s1	-2.2	-2.8	0.1	nt	-0.2	-6.4	-3.7	-0.4
CN(CC(=O)N1CCN(Cc2ccccc2)CC1)S(=O)(=O)c1ccc(Br)cc1	2.0	-2.3	-3.3	0.4	1.9	1.5	9.9	-6.4
Cc1cc(C)cc(CC2CC(=O)N(c3ccc4c(c3)OCCO4)C2=O)c1 (centres undefined)	-4.0	1.1	0.2	nt	-2.1	-1.7	-1.4	9.5

In another format: entries from further up.
| compound | esBAF inh | ARNT-TACC3 inh | Casp6 inh | E-sel inducer | ERp5 block | RAD52 anneal inh | PglD DTNB | RAD54 inh |
| --- | --- | --- | --- | --- | --- | --- | --- | --- |
| CN(CC(=O)N1CCN(Cc2ccccc2)CC1)S(=O)(=O)c1ccc(Br)cc1 | 2.0 | -2.3 | -3.3 | 0.4 | 1.9 | 1.5 | 9.9 | -6.4 |
| CCCCOCCCNC(=O)C[C@@H]1C[C@@]2(C(=O)OCC)CCC=C2N(Cc2ccccc2)C1=O | nt | nt | 32.8 | 0.0 | -6.8 | -16.4 | nt | nt |
| Cc1cc(C)nc(NC(=O)c2cc([N+](=O)[O-])cc([N+](=O)[O-])c2)n1 | nt | 8.2 | 2.1 | 0.0 | -1.3 | -0.4 | nt | nt |
| O=C(Cn1c(=O)n(CCCCC(=O)NC2CCCC2)c(=O)c2ccccc21)NCCC1=CCCCC1 | 3.7 | -0.8 | nt | nt | nt | nt | -1.3 | 0.4 |

More entries:
SMILES	esBAF inh	ARNT-TACC3 inh	Casp6 inh	E-sel inducer	ERp5 block	RAD52 anneal inh	PglD DTNB	RAD54 inh
O=C1/C(=C/c2ccncc2)CCc2ccccc21	nt	-1.3	3.3	0.2	1.3	2.8	nt	nt
CCOC(=O)C1CCCN(CCc2ccccc2)C1 (centres undefined)	-8.1	-5.2	-1.7	0.2	2.7	0.0	-1.9	-11.2
Cc1noc(C)c1NC(=O)Nc1cccc2c1O[C@@H](CN(C)C(=O)Nc1c(C)noc1C)[C@H](C)CN([C@@H](C)CO)C2=O	-1.2	-0.2	nt	-0.2	3.2	2.0	0.4	9.3
O=C(NCC(c1ccco1)N1CCN(c2ccccc2)CC1)C(=O)NC1CCCCC1 (centres undefined)	3.6	-1.1	-0.6	nt	-0.2	-3.5	3.9	1.1
Cc1nc(C)c(-c2csc(Nc3ccc(O)cc3C)n2)s1	19.1	6.4	0.3	nt	-0.6	-13.1	-7.1	-0.4
COc1cccc(NC(=O)C2(C)CCN2Cc2cccc(OC)c2F)c1 (centres undefined)	-1.8	nt	-2.3	-0.3	-2.9	4.9	5.7	-3.3
O[C@@H]1C[C@H](c2ccccc2)N(Cc2cccs2)C[C@H]1n1cc(C2CC2)nn1	17.7	nt	1.8	-0.2	-3.1	-7.8	-0.9	-11.9
O=C(NCc1ccccn1)[C@@H]1CCCN1C(=O)[C@@H]1CCCN1	nt	nt	-4.1	-0.2	-8.6	-12.8	nt	nt
CCOC(=O)c1cn(CC#N)c2cc(F)c(F)cc2c1=O	nt	-6.8	-1.0	nt	1.7	-9.3	nt	nt
CCN(CC)CC(O)Cn1c(C)c(-c2ccccc2)c2cc([N+](=O)[O-])ccc21 (centres undefined)	-22.0	18.3	3.1	nt	1.2	64.2*	-4.4	23.7
O=C(NC(c1ccccc1)c1ccccc1)C1CCCN(S(=O)(=O)c2cnc[nH]2)C1 (centres undefined)	-4.0	-10.1	1.3	nt	-0.5	-15.4	-2.8	-0.4
COc1cccc(-c2ccc([C@@H]3[C@@H](CO)N4CCCCN(S(=O)(=O)c5cn(C)cn5)C[C@@H]34)cc2)c1	-2.3	-4.8	0.7	0.2	-0.1	-13.0	9.6	-3.2
COc1ccc(C(=O)COC(=O)/C=C/c2ccccc2)c(OC)c1	7.7	nt	2.2	-0.8	-8.1	-53.1	-1.3	0.3
COc1ccccc1N1CCN(C(=O)CCC(=O)O)CC1	-5.6	nt	15.3	nt	3.7	0.8	11.1	12.3
O=C(N/N=C\C=C\c1ccc(Br)cc1)c1ccc2c(c1)OCO2	-5.9	2.9	-1.3	0.0	1.4	-9.4	-4.8	7.7

Quoted at random: three compounds from above.
SMILES	esBAF inh	ARNT-TACC3 inh	Casp6 inh	E-sel inducer	ERp5 block	RAD52 anneal inh	PglD DTNB	RAD54 inh
O=C(NC(c1ccccc1)c1ccccc1)C1CCCN(S(=O)(=O)c2cnc[nH]2)C1 (centres undefined)	-4.0	-10.1	1.3	nt	-0.5	-15.4	-2.8	-0.4
O[C@@H]1C[C@H](c2ccccc2)N(Cc2cccs2)C[C@H]1n1cc(C2CC2)nn1	17.7	nt	1.8	-0.2	-3.1	-7.8	-0.9	-11.9
COc1cccc(NC(=O)C2(C)CCN2Cc2cccc(OC)c2F)c1 (centres undefined)	-1.8	nt	-2.3	-0.3	-2.9	4.9	5.7	-3.3

The listing continues.
SMILES	esBAF inh	ARNT-TACC3 inh	Casp6 inh	E-sel inducer	ERp5 block	RAD52 anneal inh	PglD DTNB	RAD54 inh
COC(=O)CSc1nnc(-c2ccc(OC)cc2OC)o1	-5.7	-0.3	nt	nt	nt	nt	1.4	-3.8
C[C@H](NC(=O)[C@H]1[C@H](CO)[C@H]2Cn3c(ccc(-c4cccc(F)c4)c3=O)[C@H]2N1C)c1ccccc1	nt	nt	0.9	0.3	-2.9	-0.4	nt	nt
CC1C/C(=N/O)C(C)CN1 (centres undefined)	-0.7	1.3	nt	nt	nt	nt	-6.8	-0.4
CCOC(=O)c1c(C)c(C)n(Cc2ccc(OC)c(OC)c2)c1C	-1.8	0.3	7.6	nt	-3.2	-23.0	2.6	-8.6
CC1Cc2nc(SCC(=O)Nc3ccc4c(c3)OCCO4)n(C)c(=O)c2S1 (centres undefined)	8.8	-2.1	nt	nt	nt	nt	-4.0	3.9
C[C@@H]1CN([C@H](C)CO)C(=O)c2cc(NC(=O)CCN3CCOCC3)ccc2O[C@H]1CN(C)S(=O)(=O)c1ccccc1	-0.2	-1.6	0.9	0.0	6.6	-8.0	-3.2	1.7
CN(C(=O)c1cccc(S(=O)(=O)N2CCCC2)c1)C1CCCCC1	-0.1	nt	0.9	-0.5	-6.3	4.1	1.4	-5.9
COc1ccc(Cn2cc(CN3CC(N4CCSCC4)CS3(=O)=O)nn2)cc1 (centres undefined)	nt	nt	-2.2	0.2	-7.1	-3.1	nt	nt
COCC(=O)N1CCN(c2cccc(Cl)c2)CC1	nt	-1.0	0.4	-1.1	2.0	-3.3	nt	nt
O=C(Nc1cccc(-n2cnnn2)c1)c1cccnc1	2.1	-6.0	0.8	nt	2.9	6.2	1.9	-2.5
Cc1cc(C)cc(C(O)c2ncc(-c3ccc4ccccc4c3)[nH]2)c1 (centres undefined)	3.5	nt	-0.8	0.0	1.6	-14.5	-3.4	-4.9
Cc1ccc(Nc2nnc(-c3ccccc3N)o2)cc1C	nt	-4.5	-2.1	nt	0.8	2.6	nt	nt
CN(C)c1cc[n+](Cc2ccccc2)cc1	12.9	-5.5	nt	nt	nt	nt	-6.7	11.0
Cc1cccc(S(=O)(=O)N2CCCCN3[C@H](CO)[C@H](c4ccc(-c5ccccc5)cc4)[C@H]3C2)c1	nt	21.8	-1.2	nt	-7.1	43.7	0.6	3.8
COCCCNc1nc(CC(C)C)nc2c1nnn2Cc1ccccc1	1.5	-4.6	-2.6	nt	1.0	-5.8	-4.5	0.8
COc1ccccc1CCNS(=O)(=O)c1cn(C)nc1C	5.3	-1.3	0.9	-0.8	-4.6	-5.4	-1.1	6.0
CC(C)/C=C1\CCc2c([nH]c3ccccc23)C1=O	nt	-8.9	6.9	-2.2	-6.2	-3.5	nt	nt
COc1ccc(C2C(C(=O)Nc3ccccc3)=C(C)N=C3SCC(=O)N32)cc1 (centres undefined)	-11.9	-9.8	nt	nt	nt	nt	6.4	-4.4
O=C1[C@H]2[C@@H](c3ccc(F)cc3)N3C(=O)N(c4cccc(F)c4)C(=O)[C@@]3(Cc3ccccc3)[C@H]2C(=O)N1C1CCCCC1	4.1	-1.0	nt	0.6	2.4	-6.2	0.2	-9.5
Cc1cc(C)c(S(=O)(=O)N2CC=C(c3ccccc3)CC2)c(C)c1	nt	18.5	1.0	nt	2.4	-2.4	2.2	-1.4
Cc1nc(CN2CCN(C(=O)c3ccc(C(C)(C)C)cc3)CC2)cs1	-7.9	nt	-0.6	0.0	-2.5	-8.3	-0.4	3.9
Cc1ccc(S(=O)(=O)N(C)C[C@H]2Oc3c(NS(=O)(=O)c4ccccc4)cccc3C(=O)N([C@H](C)CO)C[C@@H]2C)cc1	-10.6	-1.7	1.4	-0.6	-15.1	-2.2	-3.0	-1.3
Cc1nc2nc[nH]n2c(=O)c1NC(=O)CC12CC3CC(CC(C3)C1)C2	-5.6&-9.3	7.6&-7.6	1.9	nt	-4.2	-5.4	-5.3&3.2	0.1&-9.1
CNC[C@@H]1Oc2cc(-c3cccc(C(=O)N(C)C)c3)ccc2S(=O)(=O)N([C@@H](C)CO)C[C@H]1C	0.3	-3.8	-2.0	-0.1	-11.5	-26.2	-1.7	-11.9
Cc1ccc2cc(C)c3nnc(SCc4ccc(C(=O)O)cc4)n3c2c1C	nt	2.9	1.1	0.6	2.7	-11.5	nt	nt
CC[C@H](C)[C@@H](C(=O)NCCCCCCCCCCC(=O)N1CCN(C(=O)OC(C)(C)C)CC1)n1cc(CCCCCNC(=O)OC(C)(C)C)nn1	-12.9	-6.2	nt	-0.3	7.9	-7.4	-3.1	-5.8
CC1CN(c2cc(=O)n(-c3ccccc3)c(=O)[nH]2)CC(C)O1 (centres undefined)	1.4	-7.4	-1.5	nt	-2.7	-14.0	0.3	8.1
Cc1ccc(S(=O)(=O)Nc2cc(-c3ccc(Cl)cc3)nn2C)cc1	nt	nt	2.7	3.4	1.3	1.7	1.5	-14.1
COc1ccc(S(=O)(=O)n2nc(C)c(S(=O)(=O)N3CCOCC3)c2C)cc1	-3.0	-0.1	-0.1	nt	0.1	-10.8	-0.3	-5.7

Random draw from the library. About 3.2% of those tested had a hit in this group.
